PolyA inhibitor: blocks polyadenylation in yeast reporter cells; S. cerevisiae SKY197-pL101 polyadenylation reporter, beta-gal luminescence; efflux-impaired pdr1/pdr3 knockout yeast; score 100 = 6 SD above DMSO; AID 1875; calls only at 12 µM; 300,000 compounds, 0.02% hits;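 active = lowest replicate activity score at least 50, where 100 means six control SD above control mean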;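 note: yeast exposed to compound for 9 h at 30 °C; higher score means more reporter readthrough which indicates perturbed polyadenylation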
HIF act: HIF pathway transcriptional activation; AID 1910; activation, % at 7.5 µM (by protocol); 300,000 compounds, 0.32% hits; U2OS HRE-luciferase reporter, luminescence; normalized: DMSO 0%, desferrioxamine 100%;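 active = mean activation of at least 10% of the iron chelator positive control signal, with at least half of replicates also reaching 10%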
TRPC4 block: inhibitors of mouse TRPC4 channel. HEK293 TRPC4beta/mu-opioid, DAMGO-evoked Fluo4 calcium flux; hits give low values. B-score at 10 µM. 300,000 compounds, 0.39% hits. AID 2247;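 active = B-score over 3 SD under the library average, no early fluorescence shift, positive overall ratio signal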
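Assay system: HEK293 cells with stable TRPC4beta plus mu-opioid receptor expression; Probe or stimulus: DAMGO in two steps, submaximal then maximal; Dosing: single-point compound dosing; Measured by: Fluo4 calcium-dye fluorescence, kinetic read; Read-out basis: B score from integrated Fluo4 fluorescence ratio.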
MrgX1 antagonist: blocks BAM8-22 activation of human MrgX1 receptor | Q96LB2 | MRGX1-HEK293 calcium flux, Fluo-4, BAM8-22 antagonism; hits give low values | B-score at 10 µM | 310,000 compounds, 1.3% hits | AID 588676;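 active = calcium-response B-score plate-corrected more than 3 library SD below zero, starting fluorescence within 5 deviations, no agonist response on first addition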;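 note: peak minus trough fluorescence over baseline after final BAM8-22 challenge near maximal dose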
TRPC6 inh: mouse TRPC6 channel inhibition; Q61143; HEK293-TRPC6, membrane potential dye, ACh-evoked depolarization; hits give low values; B-score at 10 µM; 310,000 compounds, 1.1% hits;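 active = B-score under library mean minus 3 SD, initial fluorescence not abnormally high, positive integrated signal ratio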;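 note: B-score derived from integrated fluorescence ratio over the kinetic read; more negative B-score means stronger inhibition of depolarization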
Target sequence (Q61143 whole entry, looked up): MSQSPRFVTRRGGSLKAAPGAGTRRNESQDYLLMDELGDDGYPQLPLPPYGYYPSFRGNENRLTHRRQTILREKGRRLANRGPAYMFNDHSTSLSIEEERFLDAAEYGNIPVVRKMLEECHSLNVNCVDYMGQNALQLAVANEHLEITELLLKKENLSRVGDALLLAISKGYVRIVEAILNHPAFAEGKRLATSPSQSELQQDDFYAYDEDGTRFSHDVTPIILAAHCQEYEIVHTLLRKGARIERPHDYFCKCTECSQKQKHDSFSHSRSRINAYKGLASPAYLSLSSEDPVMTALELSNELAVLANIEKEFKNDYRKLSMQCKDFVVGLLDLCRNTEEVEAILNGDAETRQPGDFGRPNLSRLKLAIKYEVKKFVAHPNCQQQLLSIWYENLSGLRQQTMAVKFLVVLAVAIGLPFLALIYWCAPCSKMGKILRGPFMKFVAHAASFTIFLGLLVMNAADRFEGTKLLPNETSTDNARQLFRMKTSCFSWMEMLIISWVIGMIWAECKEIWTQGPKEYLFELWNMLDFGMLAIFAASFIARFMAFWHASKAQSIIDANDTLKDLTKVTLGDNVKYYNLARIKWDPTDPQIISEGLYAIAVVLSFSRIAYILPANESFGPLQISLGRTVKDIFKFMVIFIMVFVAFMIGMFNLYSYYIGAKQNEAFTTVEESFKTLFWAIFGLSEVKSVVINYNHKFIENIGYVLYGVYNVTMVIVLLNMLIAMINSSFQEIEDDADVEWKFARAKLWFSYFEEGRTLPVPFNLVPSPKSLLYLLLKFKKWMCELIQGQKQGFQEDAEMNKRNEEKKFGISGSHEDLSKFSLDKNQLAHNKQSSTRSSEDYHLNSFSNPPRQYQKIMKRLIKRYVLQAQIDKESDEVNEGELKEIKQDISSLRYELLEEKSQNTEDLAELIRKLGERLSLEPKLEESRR
MrgX1 ag: activates human MrgX1 receptor signaling | Q96LB2 | MrgX1-HEK293 cells, Fluo-4 calcium fluorescence, agonist mode; hits give high values | B-score at 10 µM | 310,000 compounds, 0.44% hits | AID 588627;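 active = calcium response B-score plate-corrected fluorescence ratio at least 3 library SD, with starting fluorescence B-score inside 5 SD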
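Assay system: MrgX1-expressing HEK293 cells / Amount: fifteen thousand cells per well / Doses: test compound in the initial addition of three / Timing: cells plated overnight, dye loaded 0.5 h 37 °C, 0.5 h room temperature / Technique: kinetic calcium dye fluorescence, Fluo-4 NW / Control set: positive and negative controls per plate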
AI-2 QS mod: modulates the Vibrio harveyi AI-2 quorum sensing system; Vibrio harveyi JMH597 AI-2 luminescence/OD600 ratio, 9 h; hits give low values; strain lacks LuxN and CqsS sensors; 0 = neutral-control median; 300,000 compounds, 0.4% hits; AID 2094; activity change, % at 7.5 µM; in the data active = activity change below about -75%, passing the limit was not always enough;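 note: luminescence divided by OD600 gain over 9 h not by final OD600 alone; inactives centre near 13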
TRPC6 activator: activators of mouse TRPC6 channel; HEK293-TRPC6 membrane potential dye fluorescence; hits give high values; B-score at 10 µM; 310,000 compounds, 0.13% hits; AID 2550;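 active = B-score of the integrated fluorescence ratio above library mean plus 3 SD, and starting fluorescence ratio within library mean plus 5 SD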;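 note: higher score means more depolarization so channel activation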
MrgX1 allo act: allosterically activates human MrgX1 receptor signaling | Q96LB2 | MrgX1-HEK293, Fluo-4 calcium flux, FDSS; hits give high values | AID 588675 | 310,000 compounds, 0.63% hits | B-score at 10 µM;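 active = plate-corrected calcium response at least 3 library SD above typical, normal starting fluorescence, not activating the receptor alone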;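 note: compound read alongside a low EC10 to EC30 dose of BAM8-22 agonist; peak minus trough fluorescence over baseline measured at the second addition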
TRPC4 potent: allosteric potentiators of mouse TRPC4 channel. B-score at 10 µM. Q9QUQ5. HEK293 TRPC4beta/mu-opioid, DAMGO EC20, Fluo-4 Ca2+ flux; hits give high values. AID 2227. 310,000 compounds, 0.42% hits;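 active = B-score of calcium response area above 5 SD of library B-scores, with initial fluorescence ratio within 5 SD of library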;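 note: B-score of integrated fluorescence ratio over time as area under calcium response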
TRPC4 agonist: TRPC4 (mouse) channel activation; B-score at 10 µM; 310,000 compounds, 0.49% hits; HEK293 TRPC4beta/mu-opioid, Fluo4 calcium fluorescence; hits give high values; Q9QUQ5;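 active = B-score above 5 SD of library B-scores, and initial fluorescence ratio not above library mean plus 5 SD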;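 note: positive B-score marks a calcium rise read as TRPC4 activation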
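System – HEK293 cells stably co-expressing mouse TRPC4beta and mu-opioid receptor · Signal – Fluo4 calcium-sensitive dye fluorescence, kinetic, 1 Hz baseline · Benchmarks – buffer (low) and maximal DAMGO (high) · Read-out – B score of integrated fluorescence ratio per well · Incubation – dye loading 45 min room temperature, 110 s kinetic read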
* marks the source's active call; other numbers are inactive results; i = inactive; nt = no result given. Some of the compounds tested. The share of hits here may be higher or lower than overall.

SMILES	PolyA inhibitor	HIF act	TRPC4 block	MrgX1 antagonist	TRPC6 inh	MrgX1 ag	AI-2 QS mod	TRPC6 activator	MrgX1 allo act	TRPC4 potent	TRPC4 agonist
O=C(O)CCCC(=O)N1CCN(c2ncccn2)CC1	i	-0.3	i	i	i	i	6.2	i	i	i	i
C[C@@H](O)C1NC(=O)[C@H](CCCCN)NC(=O)c2cc([N+](=O)[O-])cc(I)c2OCC[C@@H](C(N)=O)NC1=O (stereo partly drawn)	i	-1.5	i	i	i	i	23.7	i	i	i	i
CCc1cccc(OCC(O)Cn2c(N3CCCCC3)nc3c2c(=O)[nH]c(=O)n3C)c1 (stereo not drawn)	i	0.3	i	i	i	i	16.5	i	i	i	i
COCCN(C(=O)CNC(=O)c1ccco1)C(C(=O)NC1CCCC1)c1cccs1 (stereo not drawn)	i	-1.5	i	i	i	i	5.9	i	i	i	i
Cc1cc(Br)c(NC(=O)c2ccccc2[N+](=O)[O-])cc1C	i	0.1	i	i	i	i	0.5	i	i	i	i
CCNC(=O)C12CCC(C)(c3nc4cc(C)c(C)cc4nc31)C2(C)C (stereo not drawn)	i	-1.0	i	i	i	i	17.0	i	i	i	i
COc1ccc(NC(C)=O)cc1CNC(=O)COc1ccccc1C(=O)Nc1cccc(C)c1C	i	0.6	i	i	i	i	-2.0	i	i	i	i
Nc1ccc(SCc2nc3cccc4c3n2CCC4)cc1	i	-12.8	i	i	i	i	28.0	i	i	i	i
CCOC(=O)c1ccc(Oc2nc(NC(C)(C)C)nc(N(C)C)n2)cc1	i	-0.2	i	i	i	i	38.0	i	i	i	i
CC(=O)c1ccc(N2CCN(C(=S)Nc3cc(C)ccc3C)CC2)cc1	i	-0.8	i	i	i	i	-0.1	i	i	i	i
COc1cc2ncnc(Nc3ccc4c(c3)OCO4)c2cc1OC	i	-4.0	i	i	i	i	14.3	i	i	i	i
Cc1nn(Cc2ccc(F)cc2)c(C)c1NC(=O)CCCn1nc([N+](=O)[O-])cc1C	i	-0.4	i	i	i	i	17.1	i	i	i	i
CCCCN=C1CC(C)(C)CC(=O)/C1=C(/O)CCC	i	0.2	i	i	i	i	18.3	i	i	i	i
CC1(c2ccccc2)NC(=O)N(CC(=O)Nc2nc(-c3ccccn3)cs2)C1=O (stereo not drawn)	i	0.0	i	i	i	i	41.0	i	i	i	i
COC(=O)c1ccc(Cn2cnc3c(cnn3-c3ccc(Cl)cc3)c2=O)o1	i	-0.1	i	i	i	i	34.9	i	i	i	i
Cc1ccccc1NS(=O)(=O)c1ccc(C)c(NS(C)(=O)=O)c1C	i	0.0	i	i	i	i	9.7	i	i	i	i
Cc1ccc2[nH]c(C)c(/C=C/c3cc[n+](C)cc3)c2c1	nt	-42.7	i	i	i	i	-5.4	i	i	i	i
Cc1cccc(Oc2ccc3c(c2)cc(C(=O)O)n3C)c1	i	-0.3	i	i	i	i	-12.7	i	i	i	i
NS(=O)(=O)c1ccc(CCNC(=O)CNCCc2ccc(C(F)(F)F)cc2)cc1	i	-0.6	i	i	i	i	10.8	i	i	i	i
Cc1ccc(-n2nc3c(c2NC(=O)CC(C)C)CS(=O)(=O)C3)c(C)c1	i	-1.3	i	i	i	i	11.0	i	i	i	i
CCNc1nc(SC)nc(N(C#N)CC(=O)OC)n1	i	-0.2	i	i	i	i	22.1	i	i	i	i
Cc1ccc(NC(=S)/C(=C(\[O-])c2ccc(F)cc2)[n+]2ccccc2)cc1	i	1.7	i	i	i	i	6.2	i	i	i	i
Cn1cc(CCC(=O)N2CCCC(N3CCN(c4ccccc4F)CC3)C2)cn1 (stereo not drawn)	i	1.0	i	i	i	i	-5.0	i	i	i	i
CNC(=O)c1c(NC(=O)c2ccco2)sc2c1CCC2	i	0.8	i	i	i	i	10.4	i	i	i	i
NC(=O)CSc1nnc(-c2ccccc2Br)n1-c1cccc(C(F)(F)F)c1	i	-0.2	i	i	i	i	11.6	i	i	i	i
CCOc1cc2[nH]c(=O)n(Cc3ccc(C(=O)NCCCN4CCC(C)CC4)cc3)c(=O)c2cc1OCC	i	-0.3	i	i	i	i	20.5	i	i	i	i
COc1ccc(C(=O)NC(=S)Nc2cccc3cc(O)ccc23)cc1OC	i	-0.5	i	i	i	i	6.5	i	i	i	i
CS(=O)(=O)N(CC(=O)N1CCCCC1)Cc1ccccc1	i	-3.2	i	i	i	i	nt	i	i	i	i
CC(C)C[C@H](N)C(=O)N1CCC(C(=O)N[C@H](C(=O)NCc2ccc(F)cc2)C(C)C)CC1	i	-0.1	i	i	i	i	-3.4	i	i	i	i
Clc1ccccc1OCCn1cnc2ccccc21	i	1.7	i	i	i	i	-6.5	i	i	i	i
O=C(CSc1nnc(COc2ccc(Cl)cc2)o1)NC1CC2CCC1C2 (stereo not drawn)	i	0.2	i	-4.72*	i	i	4.6	i	i	i	i
O=C(CN1C(=O)c2ccccc2C1=O)NCC1CCCO1 (stereo not drawn)	i	-0.8	i	i	i	i	24.7	i	i	i	i
O=C(COc1cc(O)c2c(=O)cc(-c3ccccc3)oc2c1)c1cccc([N+](=O)[O-])c1	i	-0.9	i	i	i	i	1.4	i	i	i	i
COc1ccc(C2=NOC(Cn3nc(C(=O)NCc4ccc(OC(F)(F)F)cc4)cc3-c3ccccc3)C2)cc1 (stereo not drawn)	i	0.5	i	i	i	i	14.2	i	i	i	i
COc1ccc(Nc2nc3ccccc3n2C)cc1	i	1.5	i	i	i	i	4.6	i	i	i	i
COc1ccccc1C(=O)NNC(=O)c1cccc(Cl)c1	i	0.7	i	i	i	i	20.4	i	i	i	i
CC(=O)Nc1ccc(S(=O)(=O)NCCC(=O)NCCc2ccc(F)cc2)cc1	i	0.6	i	i	i	i	3.7	i	i	i	i
CC(C)[C@H](NC(=O)c1ccco1)C(=O)OCC(=O)N1CCc2ccccc21	i	1.8	i	i	i	i	19.2	i	i	i	i
O=C(COC(=O)CCc1ccccc1)Nc1ccccc1OC(F)F	i	0.0	i	i	i	i	8.7	i	i	i	i
CC(=O)c1cccc(NC(=O)N2CCCC2C(=O)Nc2c(C)cccc2C)c1 (stereo not drawn)	i	-10.5	i	i	i	i	3.8	i	i	i	i
CCCN(CCC)c1nc2c(C)cccn2c(=O)c1/C=C1/SC(=S)N(Cc2ccco2)C1=O	i	-5.2	i	nt	i	nt	13.8	i	nt	i	i
COc1ccc(C(=S)N2CCOCC2)cc1OC(=O)c1ccc([N+](=O)[O-])cc1[N+](=O)[O-]	i	-0.6	i	i	i	i	28.7	i	i	i	i
CC(C)CN(C(=O)COC(=O)CSc1ccccc1F)c1c(N)n(Cc2ccccc2)c(=O)[nH]c1=O	i	-0.1	i	i	i	i	30.9	i	i	i	i
COc1ccc(C(CC(=O)O)N2Cc3ccccc3C2=O)cc1OC (stereo not drawn)	i	0.9	i	i	i	i	11.7	i	i	i	i
COCc1cc(/C=N\NC(=O)Cc2ccc(Cl)cc2)ccc1OC	i	0.2	i	i	i	i	20.1	i	i	i	i
CC(SCCc1ccccn1)C(=O)O (stereo not drawn)	i	-1.0	i	i	i	i	9.2	i	i	i	i
COc1cccc(NC(=O)c2ccco2)c1	i	2.1	i	i	i	i	13.6	i	i	i	i
C/C(=N\NC(=O)c1ccc(Br)o1)c1cc2c(cc1NC(=O)CCC(=O)O)OCO2	nt	nt	i	i	i	i	17.9	i	i	i	i
COc1ccc(CN2CCN(S(=O)(=O)c3ccccc3)CC2)c(OC)c1OC	i	-0.5	i	i	i	i	22.5	i	i	i	i
CSc1ccccc1OCc1cc(C(=O)NC2CCc3ccccc32)no1 (stereo not drawn)	i	-0.2	i	i	i	i	2.9	i	i	i	i
Cc1ccc(S(=O)(=O)Cn2nnnc2CN2CCCC3(CCCCC3)C2)cc1	i	-0.4	i	i	i	i	-6.2	i	i	i	i
Nc1nc2c(c(=O)[nH]1)C(c1ccccc1)C1=C(N2)c2ccccc2C1=O (stereo not drawn)	i	-1.3	i	i	i	i	20.0	i	i	i	i
O=C(CN1C(=O)c2ccccc2C1=O)Nc1ccccc1C(=O)NC1CCCCCC1	i	0.0	i	i	i	i	1.8	i	i	i	i
Cc1cccc(NC(=O)N2CCN(Cc3ccc(Cl)cc3)CC2)c1	i	0.0	i	i	i	i	6.9	i	i	i	i
O=C(CCc1nc2ccccc2c(=O)[nH]1)OCCOc1ccc(Cl)cc1	i	0.9	i	i	i	i	-44.7	i	i	i	i
CCOC(=O)C1CCN(C(=O)c2cc(CN3C(=O)c4ccccc4C3=O)ccc2OCC)CC1	i	-0.4	i	i	i	i	0.7	i	i	i	i
O=C(CN1C(=O)COc2ccccc21)Nc1ccc(N2CCOCC2)cc1	i	-0.6	i	i	i	i	0.0	i	i	i	i
COc1ccc(CNC(=O)Cc2ccc(NC(=O)C3=C(C)OCCS3)cc2)cc1	i	3.2	i	i	i	i	12.4	i	i	i	i
CC(=O)c1cccc(NC(=O)C2=CC(c3cccs3)=NS(=O)(=O)N2C)c1	i	0.7	i	i	i	i	23.2	i	i	i	i
COc1ccc(CCNC(=O)c2ccc(CN3CCC(Cc4ccccc4)CC3)cc2)cc1	i	-0.3	i	i	i	i	3.3	i	i	i	i
The list continues.
SMILES	PolyA inhibitor	HIF act	TRPC4 block	MrgX1 antagonist	TRPC6 inh	MrgX1 ag	AI-2 QS mod	TRPC6 activator	MrgX1 allo act	TRPC4 potent	TRPC4 agonist
O=C(COC(=O)Cc1ccc(F)cc1)NC1CCS(=O)(=O)C1 (stereo not drawn)	i	-0.3	i	i	i	i	12.8	i	i	i	i
CC(NC(=O)CNC(=O)c1ccco1)c1ccccc1 (stereo not drawn)	i	-0.1	i	i	i	i	1.5	i	i	i	i
Cc1ccc(S(=O)(=O)N2CCOCC(=O)NCCOCCNC(=O)COCC2)cc1	i	0.2	i	nt	i	nt	14.6	i	nt	i	i
Cc1ccc(-c2nnc3sc(-c4ccncc4)nn23)cc1	i	0.2	i	i	i	i	11.2	i	i	i	i
C/C(CC1(O)/C(=N/O)CCc2nonc21)=N\O (stereo not drawn)	i	0.0	i	i	i	i	-2.8	i	i	i	i

Screening data deposited in PubChem by several laboratories.
